# MEP2-GFP yeast: alters MEP2-GFP fluorescence in TOR pathway yeast screen | S. cerevisiae MEP2-GFP strain, flow cytometry GFP, 3 h; 100% = DMSO control level | GFP response vs DMSO, % at 10 µM | hit rate 0.51% among 330,000;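 active = GFP response versus DMSO above a set limit, roughly screen mean plus 3 SD, cut at about 180% in these data; inconclusive = fewer than 70 cells counted for a yeast strain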;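 note: median GFP fluorescence of the barcode-gated MEP2-GFP cells per well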
# LAP4-GFP MLPCN: modulators of TOR pathway LAP4-GFP in S. cerevisiae | AID 2023 | S. cerevisiae LAP4-GFP multiplex, flow cytometry GFP, 3 h; median GFP as percent of DMSO wells | GFP response vs DMSO, % at 10 µM | hit rate 0.34% among 320,000;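 active = GFP response vs DMSO above a set limit, about the screen mean plus 3 SD, cut at about 150% in these data; inconclusive = under 70 cell events counted for the yeast strain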
# GASC-1 inh: blocks human GASC-1 demethylase activity; GST-JMJD2C(1-420) H3K9me3 demethylation, DELFIA europium; inhibition, % at 2.35 µM; hit rate 0.069% among 330,000; AID 2099;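 active = more than half of a compound's replicate wells show inhibition beyond 50%, single wells judged on their own value; inconclusive = some, but no more than half, of replicates pass 50% inhibition; inactive = no replicate passes 50% inhibition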;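 note: signal counts dimethyl H3K9 product captured on neutravidin plate; 0% = median of DMSO wells and 100% = 0.3 times that DMSO median; strong numbers were not always called active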
# Target sequence (Q9H3R0 1-420 limits assumed): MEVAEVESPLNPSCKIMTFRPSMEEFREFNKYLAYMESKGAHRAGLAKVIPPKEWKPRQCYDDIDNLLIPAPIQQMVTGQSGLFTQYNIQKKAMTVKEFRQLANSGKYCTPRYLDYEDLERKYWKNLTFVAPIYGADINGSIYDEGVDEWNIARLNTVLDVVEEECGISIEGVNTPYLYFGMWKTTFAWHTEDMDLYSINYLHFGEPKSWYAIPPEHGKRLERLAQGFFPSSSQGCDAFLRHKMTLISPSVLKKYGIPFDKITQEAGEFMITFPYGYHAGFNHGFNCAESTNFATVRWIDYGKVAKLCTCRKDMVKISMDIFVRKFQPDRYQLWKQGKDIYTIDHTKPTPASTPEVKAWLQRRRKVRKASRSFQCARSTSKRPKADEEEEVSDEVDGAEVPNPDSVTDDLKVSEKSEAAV
# RPL19A TOR yeast: yeast TOR pathway RPL19A-GFP modulation. S. cerevisiae RPL19A-GFP strain, flow cytometry, 3 h; active compounds read low. percent response vs DMSO, % at 10 µM. hit rate 0.3% among 330,000. AID 2025;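 active = percent response vs DMSO below 50%; inconclusive = fewer than 70 events counted for the yeast strain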;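 note: median channel GFP fluorescence of the barcoded RPL19A-GFP strain; ratio of sample median GFP to plate DMSO average so 100% = DMSO; lower means less RPL19A-GFP as with rapamycin TOR inhibition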
# procasp7 counter: counter-screen: procaspase-7 (human) activation; P55210; recombinant procaspase-7, Ac-DEVD-pNA absorbance 405 nm; D23A/D198A/D206A triple mutant, cannot self-cleave; scale: DMSO 0, 5 µM enzyme 100; activation, % at 8.5 µM; hit rate 0.093% among 330,000; AID 463210;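 active = percent activation above the screen-wide mean plus 3 SD, cut at about 25% in these data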
# Target sequence (P55210 whole entry D23A/D198A/D206A): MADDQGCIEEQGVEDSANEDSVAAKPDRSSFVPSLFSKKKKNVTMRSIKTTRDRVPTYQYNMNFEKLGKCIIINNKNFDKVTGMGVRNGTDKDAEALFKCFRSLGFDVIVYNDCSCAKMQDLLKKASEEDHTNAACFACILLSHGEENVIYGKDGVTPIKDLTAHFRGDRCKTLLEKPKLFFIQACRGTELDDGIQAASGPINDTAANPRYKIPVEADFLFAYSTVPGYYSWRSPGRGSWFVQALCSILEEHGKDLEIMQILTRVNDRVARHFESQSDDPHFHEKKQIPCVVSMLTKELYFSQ
#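 Assay system: Uncleavable procaspase-7 mutant enzyme / Input: 2 µM procaspase-7 mutant as dispensed / Dosing: single nominal 8.5 µM compound dose, 0.8% DMSO final / Timing: 1 h enzyme–compound preincubation and 2 h substrate reaction, both 25 °C / Detection: p-Nitroaniline absorbance at 405 nm, read at 0 and 120 min / Replication: singlicate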
# Yeast superoxide: lowers age-related superoxide in aged yeast cells. S. cerevisiae aged cells, superoxide DHE fluorescence; active compounds read low. superoxide response (% of plate mean), % at 10 µM. hit rate 0.18% among 330,000;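 active = superoxide response under a set limit, about three screen SD below normal, cut at about 65% in these data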;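 note: yeast aged for seven days with compound at 30 °C before DHE staining; 100% = average MFI of all compound-treated wells on the plate with controls excluded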
# proCasp3 act: activates human procaspase-3; P42574; recombinant procaspase-3 D3A, Ac-DEVD-pNA absorbance 405 nm; activation, % at 8.5 µM; hit rate 0.11% among 330,000; AID 463141;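 active = activation above the mean of all tested compounds plus 3 SD, cut at about 21% in these data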;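 note: 0% = DMSO alone and 100% = DMSO wells spiked with extra 5 µM PC-3 D3A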
# Target sequence (P42574 whole entry D9A/D28A/D175A): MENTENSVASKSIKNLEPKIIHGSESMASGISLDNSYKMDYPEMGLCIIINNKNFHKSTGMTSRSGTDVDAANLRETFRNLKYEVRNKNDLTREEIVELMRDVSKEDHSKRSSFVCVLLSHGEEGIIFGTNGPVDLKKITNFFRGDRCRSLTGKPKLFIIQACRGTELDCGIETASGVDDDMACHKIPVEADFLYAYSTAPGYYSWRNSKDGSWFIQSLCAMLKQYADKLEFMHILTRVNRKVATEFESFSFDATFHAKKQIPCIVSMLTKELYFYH
#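 material = Procaspase-3 D3A mutant | probe or stimulus = Ac-DEVD-pNA | compound = single dose, 8.5 µM nominal compound, 0.8% DMSO | timing = 1 h preincubation, 2 h reaction | measured by = 405 nm absorbance of p-nitroaniline, reads at 0 and 120 min | benchmarks = DMSO-only low control, 5 µM PC-3 D3A high control | repeats = singlicate, each compound tested once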
# AHR activator: human AHR activation; P35869; AHR-responsive luciferase reporter cells, luminescence; activation, % at 5 µM; hit rate 2.5% among 320,000; AID 2796; in the data active = activation above about 47%;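 note: 0% = vehicle wells and 100% = reference agonist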
# An asterisk follows results filed as active; ? = inconclusive; nt = not tested or not shown; & = joins results of further samples; [ ] = dose if it differs, or a comment. Rows were taken by chance. About 3.8% of those tested had a hit in this group.
SMILES,MEP2-GFP yeast,LAP4-GFP MLPCN,GASC-1 inh,RPL19A TOR yeast,procasp7 counter,Yeast superoxide,proCasp3 act,AHR activator
CCOC(=O)CCC(=O)Nc1ccc(S(=O)(=O)N2CCc3ccccc32)cc1,108,94,-4,104,4,103,3,9
C=CCn1c(SCC(=O)Nc2sccc2C(N)=O)nc2ccc(Cl)cc2c1=O,102,96,1,102,0,126,-6,12
CS(=O)(=O)N1CCc2cc(C(=O)Nc3ccc(COCC(F)(F)F)cc3)ccc21,159,116,0,112,-5,107,-10,20
COC(=O)Cn1c(=NC(=O)CSCC(=O)Nc2cc(C)on2)sc2cc(C(=O)OC)ccc21,108,116,3,107,0,91,0,0
CC(Oc1ccc(S(=O)(=O)N2CCCC2)cc1[N+](=O)[O-])C(=O)N(C)c1ccccc1 (centres undefined),95,106,-15,94,6,93,-4,-2
CC(NC(=O)Nc1ccc(F)cc1)C(c1cccs1)N1CCCC1 (centres undefined),98,93,13,98,6,95,4,-2
COc1ccccc1C(=O)N1CCc2ccccc21,96,99,12,93,-4,86,8,2
CCC1CCc2sc(C(=O)N(C)CC(=O)Nc3ccc(N4CCOCC4)cc3)cc2C1 (centres undefined),103,113,10,101,-3,114,10,3
COCCCn1c(SCC(=O)Nc2ccc(NC(C)=O)cc2)nc2sc3c(c2c1=O)CCC3,100,95,-1,107,-1,103,4,4
COc1cc(/C=N\Nc2ccc([N+](=O)[O-])cn2)ccc1OCC(=O)O,106,98,0,103,-5,119,-4,2
CCCCSCCCNC(=O)c1cn(CC)c2ccc(S(=O)(=O)N3CCOCC3)cc2c1=O,112,106,-9,100,0,86,-1,3
CN(C)c1ccc(NC(=O)C[n+]2ccccc2)cc1,101,95,1,97,3,118,3,2
CCOC(=O)C(NC(C)=O)(NC(C)C)C(F)(F)F (centres undefined),100,108,nt,98,6,93,-2,3
FC(F)(F)C(Oc1nc(Nc2ccc(Cl)cc2)nc(N2CCOCC2)n1)C(F)(F)F,100,96,-5,102,7,96,5,9
O=C(N/N=C1/CCSC1)c1cccc([N+](=O)[O-])c1,102,93,8,100,-9,103,-2,19
O=C(CSCc1ccc(Cl)cc1)Nc1cccc(C(=O)Nc2ccccc2C(=O)O)c1,98,97,10,98,5,99,-4,3
CCOC(=O)N1CCN(C(=O)CSc2nnc(COc3ccc(Cl)cc3)o2)CC1,105,97,-3,97,2,99,3,-2
CN1CCCN(Cc2ccccc2Br)CC1,94,90,4,99,-5,102,-1,-1
CCN1CCN(S(=O)(=O)c2cc(OC)c(Cl)cc2OC)CC1,105,89,11,100,6,103,1,-1
O=C(CSc1nc2ccccc2[nH]1)NCCc1ccc(Cl)cc1,107,104,2,105,10,112,0,32
CCOCCOC(=O)c1cccc(NC(=O)OCC)c1,105,102,20,110,5,87,1,6
Cc1ccc(C)n1CCN1CCN(CC(=O)Nc2ccc(S(N)(=O)=O)cc2)CC1,99,105,0,103,1,101,-6,3
CCOC(=O)CSc1nnc(CSc2nc3sc4c(c3c(=O)[nH]2)CCC4)n1C,108,91,-9&2,102,11,91,-3,0
COCCSc1nnc(NC(=O)CSc2ccccc2)s1,101,99,30,95,3,101,-4,8
COc1ccc(/C=C(\C#N)C(=O)NCc2ccccc2)cc1O,99,108,1,98,-2,94,2,1
COCCCNC(=O)CSc1nc2cc3c(cc2c(=O)n1CCCC(=O)NCc1ccc(OC)cc1)OCO3,99,93,-15,103,-3,95,1,-1
C/C(=C/c1ccccc1)C(=O)N1CCN(c2ccccc2)CC1,105,80,-1,108,-8,93,3,0
CN(C(=O)COC(=O)c1ccc(C#N)cc1)c1ccccc1,106,110,3,104,2,96,8,1
C/C(=N\NC(=O)c1ccc(O)cc1)c1ccc2c(c1)OCCO2,101,104,5,101,-4,96,4,0
Fc1ccc(SCCc2ccncc2)cc1,105&102,104&99,2&27,98,-4&9,89&103,-1&-8,-2&0
COc1ccc(CN2C=C3C(=O)C(C)(OC(=O)CCc4ccccc4)C(=O)C=C3C=C2c2ccc(C#N)cc2)cc1 (centres undefined),104,100,-1,101,6,100,-7,4
Cn1c(=O)[nH]c(=O)c2c1nc(SCCN1CCOCC1)n2Cc1ccccc1,101,104,2,103,11,89,-6,-3
O=C(Nc1ccn(Cc2cccc3ccccc23)n1)c1cccnc1,106,107,5,94,0,96,2,19
CCN1CCc2nc(NC(=O)CC(c3ccccc3)c3ccccc3)sc2C1,92,96,-7,91,8,96,5,1
O=C(CCSc1nc(-c2ccco2)cc(C(F)(F)F)n1)NCCN1CCOCC1,95,110,-10,96,5,102,-2,-1
FC(F)Sc1ccc(-n2cc(-c3ccc(Cl)cc3)[n+]3c2CCC3)cc1,115,100,4,99,0,89,4,0
CCc1ccc(C(=O)Nc2ccc3c(c2)n(C)c(=O)n3C)cc1,87,92,18,98,-10,97,9,30
Cc1ccc(NC(=O)COC(=O)Cc2cccs2)c(Br)c1,95,94,4,97,6,106,-1,0
O=C(CSc1nnc(CNc2ccc(Cl)cc2)n1Cc1ccccc1)NCc1ccco1,101,101,5,97,0,99,-6,0
C[C@H](CO)N1C[C@H](C)[C@@H](CN(C)C(=O)Nc2ccc3c(c2)OCO3)Oc2c(NC(=O)c3ccncc3)cccc2C1=O,nt,nt,-1,nt,-1,89,0,2
CC(=O)NC(C)c1nc2ccccc2n1CC(=O)N1C(C)CCCC1C (centres undefined),101,97,-15,101,3,90,-3,0
Cc1ccc(-n2nnnc2Sc2nc([N+](=O)[O-])nn2C)cc1,104,104,-4,105,1,115,1,-3
CC(OC(=O)Cc1c(F)cccc1Cl)C(=O)NC1CCCCC1C (centres undefined),96,97,-6,95,-7,101,2,-1
COc1ccc(NC(=O)N2CCCc3ccccc32)c(OC)c1,104,89,-5,119,nt,103,nt,nt
O=C(Nc1cccnc1)c1ccc(F)cc1,100,114,5,97,1,92,-6,14
Cc1cc(N2CCN(c3ccccc3)CC2)n2ncnc2n1,108,109,8,110,0,104,-6,-6
CCOc1ccccc1NC(=O)N1CCC(c2nc3ccc(C)cc3[nH]2)CC1,105,101,11,100,8,110,7,7
COc1ccc(CNC(=O)OCc2nccnc2C(=O)Nc2ccc(Br)cn2)cc1,104,105,-4,104,-3,88,-3,0
COc1ccc(NC(=O)Cn2nc(C(F)(F)F)c3c2CCCC3)cc1OC,102,99,?,103,11,74,3,2
CC(C)CNC(=S)N1CCN(c2nc(-c3ccc(Cl)cc3)cs2)CC1,102,100,1,104,8,110,6,1
O=[N+]([O-])c1ccc(N/N=C/c2ccc(OCc3cccc4ccccc34)cc2)nc1,102,94,-9,100,-15,105,-15,20
CCC(=NC(C)c1ccccc1)c1c(O)n(C)c(=O)n(C)c1=O (centres undefined),98,97,-3,96,10,105,7,-3
CC(C)CC(=O)Nc1ccc(C(=O)COC(=O)C2CCC2)cc1,96,90,7,100,-4,97,1,-1
Cc1ccc(-c2cc(C(F)(F)F)n3nc(C(=O)Nc4ccon4)cc3n2)cc1C,100,101,2,96,3,108,-4,2
CC(c1ccccc1)n1c(-c2ccccc2F)n[nH]c1=S (centres undefined),96,82,-1,102,-14,107,-15,0
O=C1N[C@@H](Cc2ccccc2)COC(=O)[C@H](Cc2ccc(F)cc2)CC/C=C/C[C@@H]1CC(=O)N(CCO)Cc1ccccc1,90,87,6,95,-6,113,6,0
O=C(CCc1nc2ccccc2c(=O)[nH]1)N1CCN(S(=O)(=O)c2ccc(Cl)c(C(F)(F)F)c2)CC1,109,109,-28,102,11,102,-2,3
COc1ccc(-c2nn(C)c(=O)c3ccccc23)cc1CNC(=O)c1ccco1,98,97,7&10,106,1,122,12,3
O=c1c2sccc2nc(SCc2cc(=O)n3ccccc3n2)n1Cc1ccccn1,97,107,-6,95,-2,97,3,9
NC1=NC[C@H](Cc2ccc(O)cc2)N1CCC12CC3CC(CC(C3)C1)C2,82,121,8,95,4,97,5,2
# The results go on:
SMILES,MEP2-GFP yeast,LAP4-GFP MLPCN,GASC-1 inh,RPL19A TOR yeast,procasp7 counter,Yeast superoxide,proCasp3 act,AHR activator
O=C(Nc1ccc(Cl)cc1F)c1ccc2c(c1)C(=O)N(Cc1ccncc1)C2=O,94,94,-7,93,12,80,11,99*
O=C(O)C(Cc1ccc(Cl)cc1)NS(=O)(=O)c1ccc(Cl)cc1 (centres undefined),87,97,0,86,1,126,3,3
CCOc1ccccc1C(=O)NC(C(=O)Nc1ccccc1N1CCOCC1)C(C)C (centres undefined),98,99,10,99,-11,101,2,1
CCCn1c(NCc2ccco2)nc2ccccc21,103,101,-9,107,18,128,-3,2
COc1ccc(OCC(=O)Nc2ccccc2OC)cc1,99,109,-12,96,0,112,-3,0
CCCCn1c(N)c(N(CC(C)C)C(=O)CCS(=O)(=O)c2ccc(C)cc2)c(=O)[nH]c1=O,100,112,4,96,6,90,9,1
COc1ccc(OC)c(Nc2nc(-c3cccs3)cs2)c1,89,110,51*,89,1,86,-1,48*
COc1ccc(/C=C(/CC(=O)Nc2ccccc2)c2nc3ccccc3s2)cc1,102,81,-5,103,-10,100,0,10
CC(C)c1ccc([N+](=O)[O-])cc1S(=O)(=O)N1CCN(C)CC1,99,89,-14,100,1,106,0,-2
O=C(Nc1ccc(C2CCCCC2)cc1)C1CCCN(c2ncccn2)C1 (centres undefined),102,101,9,98,-8,118,14,1
CCCCc1c(O)n2c(nc3ccccc32)[nH]c1=O,106,102,11,105,1,116,-1,8
CCNc1nnc(SCC(=O)N2c3ccccc3NC(=O)CC2C)s1 (centres undefined),91,86,-4,91,-4,109,4,1
CCOC(=O)c1sc(NC(=O)CSc2nc3c(cc2C#N)CCCCC3)c(C#N)c1C,107,nt,-2,95,0,99,2,0
COc1ccc([C@H]2CC(=O)C=C(c3ccc4cc[nH]c4c3)C2)cc1,91,116,3,93,-6,97,1,16
Cc1ccccc1Cn1c(C(=O)OC(C)C)cc2c1ccn2C,98,87,11,95,5,102,-2,3
COc1ccccc1N1CC(C(=O)OCC(=O)c2ccc(F)cc2)CC1=O (centres undefined),103,99,16,106,18,111,-5,-1
COc1cc(C2CC(=O)c3cnc(NC(C)=O)nc3C2)cc(OC)c1OC (centres undefined),111,106,-2,105,2,100,4,1
Cc1ccccc1OCCCN1CCOCC1,107,86,5,110,nt,98,nt,nt
CN(CCCCCCCCC(=O)/C=N/O)Cc1ccccc1,103,96,21,100,0,105,2,-1
Cn1c(=O)c2c(nc(SCCN3CCCCC3)n2Cc2ccccc2)n(C)c1=O,280*[may fluoresce violet],114[may fluoresce violet],-1,23*[may fluoresce violet],-4,97,-3,-1
O=C(/C=C/c1ccc(Cl)cc1Cl)c1nc2ccccc2[nH]1,96,100,-18,94,0,111,1,6

# Source: PubChem (several laboratories)
